Source: PubChem BioAssay
KCNQ2 block = KCNQ2 potassium channel inhibitors, primary screen, cell-based, CHO-K1, FluxOR thallium flux, B-score (AID 2156). 20 min; stronger effect = lower value. 1.1% of 310,000 active. Potassium voltage-gated channel subfamily KQT member 2 (Rattus norvegicus), O88943. B-score at 10 µM;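 active = fluorescence ratio B-score at most minus 3 library SDs, with starting brightness B-score within 2 library SDs, cut at about -5.5 in these data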
Target sequence (O88943 whole entry, looked up): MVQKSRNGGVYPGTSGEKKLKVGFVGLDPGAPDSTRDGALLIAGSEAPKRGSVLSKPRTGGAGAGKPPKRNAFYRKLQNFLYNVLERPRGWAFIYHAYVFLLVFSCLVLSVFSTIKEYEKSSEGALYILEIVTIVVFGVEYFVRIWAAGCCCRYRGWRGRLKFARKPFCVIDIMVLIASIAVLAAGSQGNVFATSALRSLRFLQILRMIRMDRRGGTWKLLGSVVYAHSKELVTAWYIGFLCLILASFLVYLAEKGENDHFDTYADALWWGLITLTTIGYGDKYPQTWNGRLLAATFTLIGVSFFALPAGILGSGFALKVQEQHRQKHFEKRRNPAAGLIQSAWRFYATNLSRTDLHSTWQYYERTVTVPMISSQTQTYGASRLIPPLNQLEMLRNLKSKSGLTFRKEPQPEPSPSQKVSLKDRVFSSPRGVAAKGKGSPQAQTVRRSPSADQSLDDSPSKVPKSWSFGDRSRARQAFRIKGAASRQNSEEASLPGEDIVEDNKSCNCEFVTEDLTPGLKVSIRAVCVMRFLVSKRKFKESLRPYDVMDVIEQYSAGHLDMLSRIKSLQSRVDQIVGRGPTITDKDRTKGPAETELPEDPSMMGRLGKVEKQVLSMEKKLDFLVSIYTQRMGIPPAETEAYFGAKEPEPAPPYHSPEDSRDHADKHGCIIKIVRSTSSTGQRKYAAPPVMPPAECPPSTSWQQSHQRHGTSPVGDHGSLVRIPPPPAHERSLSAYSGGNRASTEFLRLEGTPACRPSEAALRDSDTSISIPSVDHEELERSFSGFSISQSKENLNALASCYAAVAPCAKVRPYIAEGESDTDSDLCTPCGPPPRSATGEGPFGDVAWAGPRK
CHT inh = inhibitors of human choline transporter CHT. High affinity choline transporter 1 (Homo sapiens), Q9GZV3. CHT-expressing cells, membrane potential dye, choline response; stronger effect = lower value. B-score at 10 µM. 0.86% of 310,000 active;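 active = B-score over 3 SD under the library average, and starting fluorescence ratio not unusually high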;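 also: choline stimulus applied at its EC90 after an EC20 pre-addition; B-score computed on integrated fluorescence ratio after choline addition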
Numbers without * were called inactive; i = inactive; nt = not tested or not shown.

| molecule | KCNQ2 block | CHT inh |
| --- | --- | --- |
| O=C(CCCn1c(=O)c2sccc2n(Cc2ccc(F)cc2)c1=O)NCc1ccco1 | i | i |
| Cc1ccc(C)c(OCCC(=O)NNC(=O)Cn2nc(C)cc2C)c1 | i | i |
| CCOC(=O)c1sc2nccc(OC)c2c1N=CN(C)C | i | i |
| O=C1CCN(S(=O)(=O)c2cccs2)c2ccc(C(F)(F)F)cc2N1 | i | i |
| O=S(=O)(/C=C/c1ccccc1)Nc1ccc(N2CCOCC2)cc1 | i | i |
| COc1ccccc1NC(=O)C(=O)NCCCN1CCCC1=O | i | i |
| COC(=O)C1=C(C)N(Cc2ccccc2)C(=NCc2ccccc2)N[C@H]1c1cccc(F)c1 | i | i |
| COCCN(C(=S)Nc1ccccc1C)C(C)c1cccs1 (configuration not stated) | i | i |
| Cc1ccc(S(=O)(=O)N2CCCCC2)cc1NC(=O)COC(=O)Cc1c(F)cccc1Cl | i | i |
| O=C(OC1CCOC1=O)c1cncc(Br)c1 (configuration not stated) | i | i |
| CC1(C)CC(=O)C2=C(C1)OC1=C(C(=O)CC(C)(C)C1)C2c1ccc(O)c([N+](=O)[O-])c1 | i | i |
| Cc1ccc(NC(=O)C(C)Sc2nnc(C)n2CC2CCCO2)cc1 (configuration not stated) | i | nt |
| C/C(=N\NC(=O)Cn1ccc(C(F)(F)F)n1)c1ccc2c(c1)OCO2 | i | i |
| CCN(CC(=O)Nc1ccc2c(c1)OCCO2)c1nc(-c2cccnc2)nc2ccccc12 | i | i |
| CC(C)(C)c1ccc(-n2ncc3c2CCCC3NC(=O)CN2CCCCC2=O)cc1 (configuration not stated) | i | i |
| O=CN1CCCN(C(=O)CC2C(=O)NCCN2Cc2cccc(Oc3ccccc3)c2)CC1 (configuration not stated) | i | i |
| CCCCCCCC1(C)NC(=O)N(CC(=O)Nc2cc(C)on2)C1=O (configuration not stated) | i | i |
| CN(C)CCNC(=O)c1csc(Nc2cccc3ccccc23)n1 | i | -9.9* |
| CCCCC(CC)C(=O)NCCCN1CCN(CCCNC(=O)C(CC)CCCC)CC1 (configuration not stated) | i | i |
| CCc1nnc(NC(=O)CCc2ccccc2OC)s1 | i | i |
| CCOc1ccc(-n2cc(C(=O)Nc3cccc(OC)c3)c3cc(OC)c(OC)cc3c2=O)cc1 | i | i |
| Cc1c(C(=O)NC(C)c2ccccc2)c(-c2ccccc2)nn1-c1ccccc1 (configuration not stated) | nt | i |
| Cc1ccccc1CCNC(=O)C1CCCN(c2cnccn2)C1 (configuration not stated) | i | i |
| Cc1ccc(NC(=O)CCNS(=O)(=O)c2ccccc2F)cc1S(=O)(=O)N1CCOCC1 | i | i |
| C=CCn1c(SCc2ccccc2F)nc2cc(C(=O)O)ccc2c1=O | i | i |

Exported field by field: part of the list above.
> C/C(=N\NC(=O)Cn1ccc(C(F)(F)F)n1)c1ccc2c(c1)OCO2
  KCNQ2 block = i | CHT inh = i
> Cc1c(C(=O)NC(C)c2ccccc2)c(-c2ccccc2)nn1-c1ccccc1 (configuration not stated)
  KCNQ2 block = nt | CHT inh = i
> CCc1nnc(NC(=O)CCc2ccccc2OC)s1
  KCNQ2 block = i | CHT inh = i

Further structures
| molecule | KCNQ2 block | CHT inh |
| --- | --- | --- |
| CCOC(=O)N1CCN(c2cc(NCCC(=O)O)c3c4c(onc24)-c2ccccc2C3=O)CC1 | nt | i |
| Cc1ccccc1-c1ccc(Nc2ccc(N3CCOCC3)cc2)nn1 | i | i |
| O=C(CCSCCC(=O)NCc1ccco1)NCc1ccco1 | i | i |
| Cc1cc(NS(=O)(=O)c2ccc(NC(=O)CCCOc3ccc(Cl)cc3)cc2)no1 | i | i |
| COc1cc(Br)cc(/C=C/c2ccc3cccc(O)c3n2)c1O | i | i |
| CCCc1[nH]n(-c2nc3ccccc3s2)c(=O)c1C=NCCCOC | i | i |
| CC(C)NC(=O)CCCn1c(=S)[nH]c2cc3c(cc2c1=O)OCO3 | i | i |
| CC1CC2=C(NC(=S)NC2c2ccccc2F)/C(=C/c2ccccc2F)C1 (configuration not stated) | i | i |
| Cc1ccc(NC(=O)CN(c2ccccc2)S(=O)(=O)N(C)C)cc1 | i | i |
| CCO[C@@H]1OC(C(=O)N2CCN(Cc3ccccc3)CC2)=C[C@H](c2cn(C(C)=O)c3ccccc23)[C@H]1CCCO | i | i |
| COc1cc(N/C(=N/S(=O)(=O)c2ccccc2)c2ccccc2)ncn1 | i | i |
| CC1CCc2c(C(=O)NCc3cccnc3)csc2C1 (configuration not stated) | i | i |
| O=C(Nc1ccc(S(=O)(=O)Nc2ncccn2)cc1)C12CC3CC(CC(C3)C1)C2 | i | i |
| Cc1ccc(S(=O)(=O)N(C)CC(=O)O/N=C(\N)c2ccc([N+](=O)[O-])cc2)cc1 | i | i |
| Cc1cccc(-n2c(O)c(C=NCc3ccccn3)c3ccccc3c2=O)c1 | i | i |
| COc1nc(OC)nc(N2CCC(C(=O)NC3CC3)CC2)n1 | i | i |
| C[C@H](NCc1c[nH]c2ccccc12)c1ccccc1 | i | i |
| CCc1cccc2c(C(=O)CSc3nnc(-c4ccncc4)n3C)c[nH]c12 | i | i |
| COc1ccc(N2CCN(C(=O)Cn3ncc4c([nH]c5ccccc54)c3=O)CC2)cc1 | i | i |
| c1ccc(-c2cn3nc(-c4ccccc4)sc3n2)cc1 | i | i |
| COc1ccc(-c2cc(C(=O)Nc3cc(C)nn3-c3ccccc3)no2)cc1 | i | i |
| COc1cc(NC(=O)c2ccc(-c3ccc(Br)cc3)o2)ccc1NC(=O)C(C)C | i | i |
| Cc1ccccc1OCC(=O)Nc1ccccc1N1CCOCC1 | -6.5* | i |
| CC(=O)NCCc1ccc(O)cc1 | i | i |
| O=C(COC(=O)c1ccc(Br)cc1)NCc1ccc(F)cc1 | i | i |

Whole records, looked up by structure. Screens in order: KCNQ2 block	CHT inh
O=C(COC(=O)c1ccc(Br)cc1)NCc1ccc(F)cc1 is listed as i	i
CC1CC2=C(NC(=S)NC2c2ccccc2F)/C(=C/c2ccccc2F)C1 (configuration not stated) is listed as i	i
COc1cc(N/C(=N/S(=O)(=O)c2ccccc2)c2ccccc2)ncn1 is listed as i	i
CC(=O)NCCc1ccc(O)cc1 is listed as i	i
Cc1cccc(-n2c(O)c(C=NCc3ccccn3)c3ccccc3c2=O)c1 is listed as i	i

Carrying on:
| molecule | KCNQ2 block | CHT inh |
| --- | --- | --- |
| CS(=O)(=O)c1ccc2c(c1)SC1=NC(=O)/C(=C/c3ccco3)C(=N)N12 | i | i |
| C/C(=N\NC(=O)c1cccc([N+](=O)[O-])c1)c1ccco1 | i | i |
| Cc1cc(C(=O)NNC(=O)c2ccc(C(F)(F)F)cc2)no1 | i | i |
| CC(Sc1n[nH]c(N)n1)C(=O)Nc1cccc(S(=O)(=O)N2CCOCC2)c1 (configuration not stated) | i | i |
| CC(C)CCOCC1CC2(CC(C)(c3csc(N)n3)OC2=O)C(=O)O1 (configuration not stated) | i | i |
| COCCN1C=C(C(=O)OC)C(c2cc3c(cc2Br)OCO3)C(C(=O)OC)=C1 | i | i |
| CCCCNc1ncnc2sc3c(c12)CCN(CCC)C3 | i | i |
| COC(=O)c1ccc(CSc2nc3c(cnn3-c3ccc(F)cc3)c(=O)[nH]2)o1 | nt | i |
| COc1cc(C(=O)NCC(c2cccs2)N2CCOCC2)c([N+](=O)[O-])cc1OC (configuration not stated) | i | i |
| Cn1c(=O)c(S(=O)C2CCCCC2)c(O)c2ccccc21 (configuration not stated) | i | i |
| COc1cccc2c1N1C(=O)c3c(C(=O)O)cccc3C1CC2(C)C (configuration not stated) | i | nt |
| Cc1nc2ccc(NC(=O)c3ccc(N4C(=O)CCC4=O)cc3)cc2s1 | i | i |
| Cc1cc(C(=O)OCC(=O)Nc2ccc(F)cc2F)c(C)o1 | i | i |
| COc1ccc(OCCC(=O)c2ccc(OC)cc2)cc1 | i | i |
| Cc1cc(C)cc(OC(=O)CCN2C(=O)c3ccccc3C2=O)c1 | i | i |
| CC1(C)NC(=O)N(CCOCCOc2ccccc2)C1=O | i | i |
| COc1cc(C2N(c3ccc(Cl)cc3)C(=O)C3CCCN32)cc(OC)c1OC (configuration not stated) | i | i |
| NC(=S)n1[nH]c(-c2ccccc2)c(N=Nc2ccccc2C(=O)N2CCOCC2)c1=O | i | i |
| CC(C)(CNC(=O)c1sc2cc(Cl)ccc2c1Cl)N1CCOCC1 | i | i |
| COc1ccc(NS(=O)(=O)c2cccc(NC(=O)NCCCl)c2)cc1 | i | i |
| CN1CCC(=NNC(=O)c2ccc(N(Cc3ccc(Cl)cc3)S(C)(=O)=O)cc2)CC1 | i | i |
| Cc1ccccc1NCc1ccc(O)c2ncccc12 | i | i |
| COc1ccccc1Oc1ccc(S(=O)(=O)N2CCN(C)CC2)cc1 | i | i |
| CCOC(=O)C1(Cc2ccccc2C(F)(F)F)CCN(C(=O)c2cc(C(C)=O)n[nH]2)CC1 | i | i |
| CCCc1nnc(SCC(=O)N2CCCC(C)C2)n1CC1CCCO1 (configuration not stated) | i | i |

(listing goes on)
Order of results: KCNQ2 block | CHT inh
- Cc1ccc(Cn2nnc3c(=O)n(Cc4cccc(C)c4)cnc32)cc1
 : i | i
- O=C(O)CC(NC(=O)C12CC3CC(CC(C3)C1)C2)c1cccc([N+](=O)[O-])c1 (configuration not stated)
 : i | i
- COc1cc(C2CC(=O)OC3=C2C(=O)CC(C)(C)C3)cc(OC)c1OC (configuration not stated)
 : i | i
- CC(C)OC(=O)C1C2C=CC3(CN(Cc4cccs4)C(=O)C13)O2 (configuration not stated)
 : i | i
- Cc1ccc(OCc2nnc(SCC(=O)NCc3ccccc3)n2C)cc1
 : i | i
- C(=N\Nc1nc2ccccc2s1)/c1ccco1
 : i | i
- COc1ccccc1C(=O)NCCN1CCN(c2ccccc2)CC1
 : i | i
- O=C(CCn1ccc([N+](=O)[O-])n1)NC1CCCCCC1
 : i | i
- CCOC(=O)C1CCCN(C(=O)CN2CCN(Cc3ccc(Cl)cc3)C2=O)C1 (configuration not stated)
 : i | i
- COc1cccc(C2=NOC(C(=O)NC(C)(C)C)C2)c1 (configuration not stated)
 : i | i
- CCCOc1ccc(C(=O)NNC(=S)NC(=O)c2cc(-c3ccc(Cl)cc3)nc3ccccc23)cc1
 : i | i
- CC1=NN(C(C#N)c2ccc([N+](=O)[O-])cc2)C(C)(C)C1 (configuration not stated)
 : i | i
- CN1CCN(c2oc(-c3ccccc3)nc2S(=O)(=O)c2ccc(Br)cc2)CC1
 : i | i
- N#C/C(=C\c1ccccc1)C(=O)Nc1cccnc1
 : i | i
- C=CCN(CC=C)C(=O)C[n+]1ccc(C(N)=O)cc1
 : i | i
- COc1ccc(-c2nnc(SCC(=O)OC3CCCCC3)o2)cc1OC
 : i | i
- Cc1cccc(N2CCN(CC(=O)NCc3ccccc3)CC2)c1C
 : i | i
- COc1cccc(OC)c1C(=O)NC(=S)Nc1ccc(S(=O)(=O)Nc2nccs2)cc1
 : i | i
- CC(C)[C@H](NC(=O)N1CC(=O)Nc2ccccc21)C(=O)N[C@H](Cc1c[nH]c2ccccc12)C(=O)O
 : i | i
- COCC(=O)Oc1c(S(=O)(=O)c2ccc(C)cc2)c(C)nn1-c1ccccc1
 : i | i
- COc1ccccc1-c1nnc(C2CCN(S(=O)(=O)c3ccccc3[N+](=O)[O-])CC2)o1
 : i | i
- COc1ccc(NC(=S)NCC(O)c2ccccc2)c(OC)c1 (configuration not stated)
 : i | i
- C[N+]1(CCC(=O)c2ccccc2)CCCCC1
 : i | i
- CC(NC(=O)c1c(F)cccc1Cl)c1ccc(-n2ccnc2)cc1 (configuration not stated)
 : i | i
- Cc1onc(-c2ccccc2)c1C(=O)NC(=S)NNC(=O)c1cc(-c2ccc(F)cc2)n[nH]1
 : i | i
- CCC(C)(C)C1CCc2c(sc(NC(=O)c3ccccc3C(=O)O)c2C#N)C1 (configuration not stated)
 : i | -7.7*
- CC(C)C1Cc2c(C#N)c(N)n(C)c(=S)c2CO1 (configuration not stated)
 : i | i
- CCn1nnc(-c2ccccc2NS(=O)(=O)c2ccc(S(=O)(=O)N(C)C3CCCCC3)cc2)n1
 : i | i
- FC(F)(F)c1cc(-c2ccccc2)nc(NCc2cccnc2)n1
 : i | i
- CCOc1ccc(NS(=O)(=O)c2cc(C(=O)N3CCC3)ccc2Cl)cc1
 : i | i
- CCCCC1=CC2=C(c3ccco3)C(=O)C(C)(OC(=O)c3ccc(OC)cc3)C(=O)C2=CN1Cc1ccco1 (configuration not stated)
 : i | i
- CC(Oc1ccc(-c2ccccc2)c(F)c1)c1ccn(S(=O)(=O)c2cccc3ccccc23)n1 (configuration not stated)
 : i | i
- N#Cc1ccc(C2=NC(C(F)(F)F)(C(F)(F)F)c3c(n(Cc4ccco4)c(=O)[nH]c3=O)N2)cc1
 : i | -11*
- Cc1ccccc1-c1cc(C(=O)O)nn1CC1CC(c2cccc([N+](=O)[O-])c2)=NO1 (configuration not stated)
 : nt | i
- O=C(Nc1ccc2c(c1)N(S(=O)(=O)c1cccs1)CCC2)c1c(F)cccc1F
 : i | i
- CCN1C(=O)c2cccc3c(S(=O)(=O)N(C(=O)c4cccnc4)c4ccc(OC)cc4)ccc1c23
 : i | i
- Cc1cc(C)c(Cc2c(C)nc3c(C(=O)NCc4ccco4)cnn3c2C)c(C)c1
 : i | i
- Cc1ccc(CS(=O)Cc2ccc(C(=O)NC3CCCCCC3)o2)cc1 (configuration not stated)
 : i | -9.5*
- CCOC(=O)Cn1nc(C(F)F)c(Br)c1C
 : i | i
- C=CCNC(=S)NNC(=O)C(CCCC)CC(C)O (configuration not stated)
 : i | i
- CCOc1cc(C(=O)CCC(=O)OCC(=O)N2c3ccccc3NC(=O)C2(C)C)ccc1O
 : i | i
- O=C(NC1C/C(=N/O)c2cc3c(cc21)OCO3)C(F)(F)F (configuration not stated)
 : i | i
- COc1ccc(C2=NOC(C(=O)NCc3cccs3)C2)cc1 (configuration not stated)
 : i | i
